BAP1 inh: blocks human BAP1 ubiquitin-AMC hydrolysis. Q92560. recombinant BAP1, Ub-AMC hydrolysis fluorescence kinetic; active compounds read low. activity remaining (% of control), % at 20 µM. actives 0.48% (n = 72,000). AID 436;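 active = activity remaining at or below 50% of control, provided the compound also passes the data quality filters; inactive = the rest, including low values that fail the filters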;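 note: 100% = DMSO wells rate and 0% = substrate alone blank rate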
Target sequence (Q92560 whole entry, looked up): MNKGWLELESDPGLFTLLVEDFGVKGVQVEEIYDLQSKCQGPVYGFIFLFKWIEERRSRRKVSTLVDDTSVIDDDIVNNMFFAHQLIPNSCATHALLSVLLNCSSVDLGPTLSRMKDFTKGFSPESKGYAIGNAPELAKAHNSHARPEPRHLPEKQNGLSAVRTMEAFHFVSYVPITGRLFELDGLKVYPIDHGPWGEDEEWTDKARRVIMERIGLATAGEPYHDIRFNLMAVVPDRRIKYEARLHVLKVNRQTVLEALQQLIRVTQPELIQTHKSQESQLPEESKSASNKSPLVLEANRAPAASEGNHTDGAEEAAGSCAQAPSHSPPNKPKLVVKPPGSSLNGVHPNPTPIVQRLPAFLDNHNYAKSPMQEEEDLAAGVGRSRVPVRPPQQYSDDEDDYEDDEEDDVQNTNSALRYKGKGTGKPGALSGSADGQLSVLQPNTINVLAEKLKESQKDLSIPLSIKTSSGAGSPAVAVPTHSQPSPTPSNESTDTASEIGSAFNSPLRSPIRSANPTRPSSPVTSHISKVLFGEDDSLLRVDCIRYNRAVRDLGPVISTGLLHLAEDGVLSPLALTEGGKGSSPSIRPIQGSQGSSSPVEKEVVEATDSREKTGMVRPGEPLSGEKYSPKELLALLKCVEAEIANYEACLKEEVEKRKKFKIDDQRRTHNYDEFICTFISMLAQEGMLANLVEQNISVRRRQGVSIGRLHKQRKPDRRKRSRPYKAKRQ
HePTP inhibitor: blocks human HePTP tyrosine phosphatase; P35236; recombinant HePTP phosphatase activity, OD absorbance; inhibition, % at 20 µM; actives 0.64% (n = 110,000); AID 521; in the data active = inhibition above about 50%;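 note: plate controls were vehicle for no effect and reference inhibitor for full effect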
Target sequence (P35236 whole entry, looked up): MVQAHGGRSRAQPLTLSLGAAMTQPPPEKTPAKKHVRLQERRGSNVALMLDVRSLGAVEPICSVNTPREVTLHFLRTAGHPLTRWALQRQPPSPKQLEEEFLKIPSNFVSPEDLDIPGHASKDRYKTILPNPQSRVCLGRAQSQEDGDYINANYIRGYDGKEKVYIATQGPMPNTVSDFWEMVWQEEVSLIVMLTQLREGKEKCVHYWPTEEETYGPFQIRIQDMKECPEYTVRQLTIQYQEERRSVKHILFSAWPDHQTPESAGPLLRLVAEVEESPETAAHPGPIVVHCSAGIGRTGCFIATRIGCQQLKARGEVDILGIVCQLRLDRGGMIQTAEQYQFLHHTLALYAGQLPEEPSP
Numbers without * were called inactive; i = inactive; · = not tested or not shown; & = joins results of further samples. Outcome played no part in choosing rows. Share with any hit: about 0.83%.

BAP1 inh	HePTP inhibitor	mol
144	14	O=C(NC1CCCCC1)C(c1ccco1)N(Cc1cccnc1)C(=O)C1COc2ccccc2O1 (configuration not stated)
·	0	S=C(NCc1cccnc1)NC12CC3CC(CC(C3)C1)C2
89	2	Cc1ccccc1S(=O)(=O)Cc1ccc(C(=O)NCCCOC(C)C)o1
66	2	COc1ccccc1NC(=O)c1cc2ccc(O)cc2o/c1=N\O
·	-5	CNS(=O)(=O)c1cc(S(=O)(=O)NC)c2cccc3c2c1NC3=O
·	-2	Cc1ccccc1NC(=O)C1C2CC/C=C\CC/C=C/CCC21 (configuration not stated)
89	0	COC(=O)C(NC(C)=O)(Nc1ccccc1)C(=O)OC
·	1	O=C(Nc1nccs1)c1cccc(NC(=O)c2cccs2)c1
·	-10	COCC(=O)Nc1nc2ccccc2s1
101	4	COC(=O)c1ccccc1N1C(=O)C2C(C1=O)C1C=CC2C12CC2 (configuration not stated)
88	-7	CCOC(=O)C1=C(C)NC(=O)C(C#N)C1c1ccncc1 (configuration not stated)
74	-10	CC1=C(C)CC2C(=O)N(c3ccc(F)cc3)C(=O)C2C1 (configuration not stated)
111	-5	CCCCN(C)CCCNC(=O)C1CC(=O)N(Cc2ccc(OC)cc2)C1 (configuration not stated)
100	-1	CCCS(=O)(=O)N1CCCC(C(=O)NCc2ccc3c(c2)OCO3)C1 (configuration not stated)
·	1	Cc1ccc(C(=O)CC(=O)c2ccccc2)cc1
106	8	COCCNC(=O)Cn1nc(C(F)(F)F)c(Cl)c1C
87	2	COc1ccc(-c2nnc(SCC(=O)Nc3ccc(Cl)cc3)n2C)cc1
90	3	Cc1c(=O)n(OCc2ccccc2)c2ccccc2[n+]1[O-]
·	-15	C=C(C)C1CC=C(C)C(=NNC(=O)c2cccc([N+](=O)[O-])c2)C1 (configuration not stated)
92	-4	COC(=O)c1c(NC(=O)c2ccc(S(=O)(=O)N3CCOCC3)cc2)sc2c1CCN(C)C2
93	5	O=C(O)C1C2C=CC(C2)C1C(=O)NCCc1ccccc1 (configuration not stated)
·	4	O=C(C(=Cc1ccc(-c2ccc(Br)cc2)o1)C(=O)c1ccccc1)c1ccccc1
·	-14	CCCCOc1cccc(C(=O)Nc2ccc(C(=O)OCCC)cc2)c1
·	12	CCOC(=O)c1c(NC(=O)c2ccccc2F)sc2c1CCCCC2
·	0	COc1ccc(C2=C(NCCc3ccc(S(N)(=O)=O)cc3)c3ccccc3C2=O)cc1

Arranged by count of non-hydrogen atoms (low to high): 3 of the compounds above.
BAP1 inh	HePTP inhibitor	mol
87	2	COc1ccc(-c2nnc(SCC(=O)Nc3ccc(Cl)cc3)n2C)cc1
·	4	O=C(C(=Cc1ccc(-c2ccc(Br)cc2)o1)C(=O)c1ccccc1)c1ccccc1
144	14	O=C(NC1CCCCC1)C(c1ccco1)N(Cc1cccnc1)C(=O)C1COc2ccccc2O1 (configuration not stated)

Next entries.
BAP1 inh	HePTP inhibitor	mol
·	-8	COc1ccc(N(CC(=O)NCCc2ccccc2)S(C)(=O)=O)c(OC)c1
·	-1	O=C(Nc1cccc(-c2nc3ccccc3o2)c1)c1cc2ccccc2o1
84	0	O=S(=O)(Cc1ccccc1)N1CCC(c2nc(-c3cccs3)no2)CC1
107	2	COc1cc(Cl)ccc1NC(=O)COc1ccccc1C(=O)N1CCN(c2ccc(O)cc2)CC1
·	-24	c1ccc2c(Oc3ncnc4sc5c(c34)CCCC5)cccc2c1
·	1	O=C(COc1cccc2ccccc12)NCC1CCCO1 (configuration not stated)
·	0	CN(C)c1nc(-c2ccccc2)c2cnn(Cc3ccccc3)c2n1
·	11	CCc1ccc2oc(-c3cccc(NC(=O)c4ccc5c(c4)OCCO5)c3)nc2c1
100	8	Cc1ccccc1-c1nnc(SCc2ccccc2F)o1
72	-2&4	CCCOC(=O)c1c(N)sc2c1CCC2
85	-9	COc1cccc(-c2nnc(SCC(=O)N3CC(C)CC(C)C3)o2)c1 (configuration not stated)
179	·	O=C1C2CC=CCC2C(=O)N1c1ccc(-c2nc3ccc(N4C(=O)C5CC=CCC5C4=O)cc3[nH]2)cc1 (configuration not stated)
90	6	N=c1c2c(-c3ccccc3)c(-c3ccccc3)oc2ncn1CCCN1CCOCC1
·	15	C=CCN1C(=O)/C(=C\c2cccc(OCC(=O)O)c2)C(=O)NC1=S
83	0	COC(=O)C(C(=O)NCC1CCCO1)C1CCCCCC1 (configuration not stated)
·	2	CCOC(=O)C1(C(=O)O)NC(=O)CC1c1ccccc1 (configuration not stated)
101	3	Cc1ccc2cc(CN(Cc3cccs3)C(=O)c3ccco3)c3nnnn3c2c1C
112	-5	O=C(Cc1cn2ccsc2n1)OCc1nc2ccccc2s1
113	10	COc1ccc(C)cc1-n1nnnc1SCn1nnc2ccccc2c1=O
119	-3	COc1ccc2cc(CN(CCc3ccccc3)Cc3nnnn3CC3CCCO3)c(=O)[nH]c2c1 (configuration not stated)
54	8	O=c1c(-c2ccc(F)cc2)coc2c3c(ccc12)OCCO3
·	3	CCOC(=O)C1(C(=O)OCC)C(C(=O)OCC)(C(=O)OCC)C1(C(=O)OCC)C(=O)OCC
·	-9	O=c1c2c3c(sc2ncn1/N=C/c1ccccc1)CCCC3
98	3	Cc1cc(N2CCC(C(=O)NC3CCCCC3)CC2)nc(-c2ccccc2)n1
·	-7	Cc1ccc2nsnc2c1NC(=O)COc1ccc(Cl)cc1Cl

Ordered by the number under BAP1 inh (low to high): four from the list above.
BAP1 inh	HePTP inhibitor	mol
85	-9	COc1cccc(-c2nnc(SCC(=O)N3CC(C)CC(C)C3)o2)c1 (configuration not stated)
90	6	N=c1c2c(-c3ccccc3)c(-c3ccccc3)oc2ncn1CCCN1CCOCC1
100	8	Cc1ccccc1-c1nnc(SCc2ccccc2F)o1
179	·	O=C1C2CC=CCC2C(=O)N1c1ccc(-c2nc3ccc(N4C(=O)C5CC=CCC5C4=O)cc3[nH]2)cc1 (configuration not stated)

Additional records:
BAP1 inh	HePTP inhibitor	mol
78	3	CC(C)CCn1c(CN(C)Cc2ccccc2)nc2c1c(=O)n(C)c(=O)n2C
105	12	CCn1c(N2CCN(CC(=O)c3ccc(OC)cc3)CC2)nc2ccccc21
93	·	NS(=O)(=O)c1ccc(CCNC(=O)C2CCCN2C(=O)OCc2ccccc2)cc1 (configuration not stated)
99	7	Cc1cccc(C)c1NC(=O)N1C2CCCC1CC(NC(=O)C(C)(C)C)C2 (configuration not stated)
82	7	S=c1nc(-c2ccccc2)n(Cc2ccco2)c2c1CCCC2
·	-2	COc1ccc(/C=C(\NC(=O)c2ccc([N+](=O)[O-])cc2)C(=O)NCCCN2CCOCC2)cc1
·	-3	CC1=C(C(=O)Nc2cccc(Cl)c2C)C(c2ccc([N+](=O)[O-])cc2)NC(=S)N1 (configuration not stated)
·	6	C=COCCNC(=O)C(=O)Nc1ccc(C)cc1
·	-4	Cc1ccc2nc(SCCN3CCOCC3)[nH]c2c1
94	2	CCOc1ccc(NC(=O)N2CCC(n3c(=O)[nH]c4ccccc43)CC2)cc1
·	-1	CNc1nc(SCC(=O)OC)nc(N2CCOCC2)n1
56	12	Cn1c(SCCOc2ccccc2Cl)nnc1-c1ccncc1
70	-2	CC(C)CNS(=O)(=O)c1ccc(S(=O)(=O)N2CCCN(Cc3ccccc3)C2)cc1
·	-15	COc1ccc(C(=O)N2CCN(Cc3ccc(OC)c(OC)c3OC)CC2)cc1OC
83	1	COCc1cc(=O)n2[nH]c(-c3cccc(Br)c3)cc2n1
89	-5	Cc1ccc(-n2ncc3c(NCCCN4CCCC4=O)ncnc32)c(C)c1
89	·	c1ccc(-c2cnc3n2CCCCC3)cc1
·	4	O=C(CCNS(=O)(=O)c1ccccc1[N+](=O)[O-])Nc1ccc(Br)cc1
·	-2	COCCN1C(=O)c2ccc3c4c(ccc(c24)C1=O)CC3
·	8	COC(=O)CN(c1ccc(C)cc1)S(C)(=O)=O
54	9	FC(F)(F)c1cc(-c2ccco2)nc(NCc2ccco2)n1
90	6	COc1cccc(-c2nnc(SCCC(=O)O)n2C)c1
117	2	O=C(NCCc1ccccc1)C1CCCN(S(=O)(=O)c2cccc3nonc23)C1 (configuration not stated)
·	9	CCOc1ccc([C@H]2[C@H](C(=O)c3ccccc3)N3c4ccccc4C=CC3C2(C#N)C#N)cc1 (some centres not stated)
98	5	Cc1cc(C(F)F)n2ncc(C(=O)N3CCc4ccccc4C3)c2n1
103	4	CSc1n[nH]c(NC2=CC(=O)CCC2)n1
72	-1	Cc1ccc(S(=O)(=O)CCc2ccccn2)cc1
·	-1	CC(=O)N1c2c(cc(Br)cc2S(=O)(=O)NCc2ccc3c(c2)OCO3)CC1C (configuration not stated)
98	-5	CCOc1c(S(=O)(=O)N2CCCC2)ccc(Cl)c1Cl
·	7	O=C(c1cc2nc(-c3ccccc3)cc(C(F)(F)F)n2n1)N1CCCCC1
·	8	CC(C)CC(=O)Nc1nc(-c2ccc(Cl)c(Cl)c2)cs1
85	-3	CC1CCN(c2nc3c(c(=O)n(C)c(=O)n3C)n2CCSc2ncccn2)CC1
96	3	Cc1nnc(SCCn2c(N3CCCC(C)C3)nc3c2c(=O)[nH]c(=O)n3C)s1 (configuration not stated)
·	6	CCOc1ccc(OCC)c(NC(=O)CN2CCN(c3cccc(C)c3C)CC2)c1
·	-4	O=C(Nc1nccs1)c1ccc2ccccc2c1
68	-8	O=C(NC1CCCCC1)c1cnn2c(C(F)(F)F)cc(-c3ccco3)nc12
110	4	Cc1ccc(-n2c(=O)[nH]c3c(C(N)=O)nc(-c4ccc(C)o4)nc32)cc1
·	-4	CCOc1ccc2nc(SCC(=O)Nc3ccccc3Oc3ccccc3)sc2c1
·	-8	CC(C)CNC(=O)c1cccc(NC(=O)c2ccc(F)cc2)c1
85	-3	O=C(CSc1nccn1-c1ccccc1)N1CCc2ccccc21
89	4	COc1ccc(OCC(=O)Nc2ccc(C)cc2)cc1
i	4	CN(C)C(=O)COc1ccc2cc(-c3ccccc3)c(=O)oc2c1
98	7	CCCCOc1ccc(CN2CCCCC2)cc1
106	-5	CCCCC(=O)Nc1nnn(CCC)n1
94	3	CCC(OC(=O)c1cc2sccc2n1C)C(=O)NCc1ccco1 (configuration not stated)
·	8	NNC(=O)COc1ccc(-c2cc(-c3ccccc3)c3cc(Br)ccc3n2)cc1
·	3	COc1ccc(/C=C2/NC(=S)NC2=O)c2ccccc12
104	4	O=C(OCCN1C(=O)c2ccccc2C1=O)c1cc(S(=O)(=O)N2CCOCC2)ccc1F
·	-7	Cc1ccccc1OCC(=O)Nc1ccccc1C(C)C
·	0	COc1ccc(-n2nc(C(=O)NCc3ccco3)c3c4ccccc4n(C)c3c2=O)cc1

Given bar-delimited: 2 of the compounds above
smiles | BAP1 inh | HePTP inhibitor
CCOc1ccc(OCC)c(NC(=O)CN2CCN(c3cccc(C)c3C)CC2)c1 | · | 6
O=C(Nc1nccs1)c1ccc2ccccc2c1 | · | -4

Returning to the listing; the four compounds before the break are reprinted first.
BAP1 inh	HePTP inhibitor	mol
·	3	COc1ccc(/C=C2/NC(=S)NC2=O)c2ccccc12
104	4	O=C(OCCN1C(=O)c2ccccc2C1=O)c1cc(S(=O)(=O)N2CCOCC2)ccc1F
·	-7	Cc1ccccc1OCC(=O)Nc1ccccc1C(C)C
·	0	COc1ccc(-n2nc(C(=O)NCc3ccco3)c3c4ccccc4n(C)c3c2=O)cc1
·	1	C=CCOc1ccc(/C=C2\SC(=S)N(Cc3ccccc3)C2=O)cc1OC
·	-1	CC(=O)OC(C#CCN1CCOCC1)c1ccccc1 (configuration not stated)
·	15	O=C(COc1ccccc1)NCCCn1ccnc1
92	3	NS(=O)(=O)c1ccc(NC(=O)CSc2nnc(-c3cnccn3)n2-c2ccccc2)cc1
·	1	COc1ccc(NC(=O)CSc2nc3c(c(=O)n2-c2ccc(C)cc2)SCC3)c(OC)c1
·	-3	NC(=O)C1(c2ccccc2)CCCN1C(=O)c1ccco1 (configuration not stated)
113	5	COc1ccc(CNC(=O)C(C)OC(=O)c2cccn2C)cc1 (configuration not stated)
90	10	CCCn1c(=N)n(CC(O)COc2cccc(C)c2)c2ccccc21 (configuration not stated)
90	4	Cc1ccc(-c2noc(CN(C(=O)c3cccc(Br)c3)C(C)C)n2)cc1
90	-2	CC(C(=O)N=c1sc2ccccc2n1C)N1C(=O)C2CC=CCC2C1=O (configuration not stated)
97	1	CCCN(C(=O)c1ccccc1N)c1c(C)n(C)n(-c2ccccc2)c1=O
·	12	COc1cccc(N2CCN(c3ncnc4c3[nH]c3ccc(F)cc34)CC2C)c1 (configuration not stated)
·	-11	COc1cccc(NCCC(=O)c2ccccc2)c1
59	9	COc1ccc(S(=O)(=O)N2C3CCC2CC(NC(=O)C2CC2)C3)cc1 (configuration not stated)
111	3	O=C(Nc1ccc2c(c1)OCCO2)C1CCN(S(=O)(=O)c2cccs2)CC1
81	7	Cc1ccc(C(=O)CSc2nnc(CNc3nc(-c4ccccc4)cs3)n2C)cc1
114	5	Cc1ccc2nc3c(cc(C#N)c(=N)n3CC3CCCO3)c(=O)n2c1 (configuration not stated)
106	0	O=C(O)c1ccc(Cl)c(S(=O)(=O)N2CCCCCC2)c1
90	·	O=C(Cn1cnc2c(nnn2Cc2ccc(F)cc2)c1=O)N1CCCc2ccccc21
99	12	Cc1cccc(C)c1NC(=O)Cn1cnc2c(=O)n(C)c(=O)n(C)c21
·	-4	CS/C(N)=N/N=C/c1cc(C)ccc1O
88	4	Cn1c(SCC(=O)c2ccc(F)cc2)nnc1-c1cnccn1
87	-10	CN1CCN(CCNC(=O)c2cc3c(=O)n(C)c4ccccc4c3n2C)CC1

Compound activity as filed in PubChem.
